Assay outcomes (PubChem BioAssay)
RGS12 GoLoco inh – blocks human Gai1 binding to RGS12 GoLoco peptide, red readout. P63096. Gai1:RGS12 GoLoco peptide FP, rhodamine, 10 min. AID 880. 0.44% of 230,000 active. Potency, µM (highest dose often 61.6 µM), for inactives: at the highest dose activity, negative = inhibition, actives largely listed as inhibitors; active = well fitted inhibition curve with a large enough effect, not every such curve was filed as active; inactive = no such curve, though single readings can be large or run the other way; also: % is scaled to controls: 0 for no effect and ±100 for the full control effect; nearly all actives have a fitted effect of over 30% in size; many of its hits are not listed in these tables
IMPase Li cell – IMPase inhibition in cells with lithium potentiation; CHO-M1 cells, IP1 TR-FRET (IP-One), carbachol + lithium; Potency, µM (highest dose often 59.4 µM), for inactives: top-dose activity, negative = IMPase inhibition, usual class: inhibitors; 0.35% of 210,000 active;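 also: IP1 builds up when IMPase is blocked and the TR-FRET signal falls; plate controls were basal vehicle for no effect and high inhibitor control for full effect; nearly all actives have a fitted effect of over 50% in size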
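IP1 accumulation measured by competitive TR-FRET in lysed CHO-M1 cells after 30 min compound exposure at 37C, with a small lithium addition to potentiate weak responses. Hill-equation AC50 from ratio and donor-channel data.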
KDM4E inh – inhibitors of human JMJD2E histone demethylase | B2RXH2 | JMJD2E catalytic domain, FDH-coupled NADH fluorescence (FDH is formaldehyde dehydrogenase) | Potency, µM (highest dose often 57.1 µM), for the others: at the top dose activity change, negative = inhibition, actives largely listed as inhibitors | 1.6% of 230,000 active | AID 2147; active = well fitted inhibition curve with a large enough effect, not every such curve was filed as active; inconclusive = small, poorly fitted or top-dose-only effect, or another doubt; inactive = no such curve, though single readings can be large or run the other way;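 also: 0% = wells with enzyme and -100% = buffer wells without enzyme; nearly all actives have a fitted effect of over 50% in size; many of its hits are not listed in these tables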
Target sequence (B2RXH2 1-337 limits assumed): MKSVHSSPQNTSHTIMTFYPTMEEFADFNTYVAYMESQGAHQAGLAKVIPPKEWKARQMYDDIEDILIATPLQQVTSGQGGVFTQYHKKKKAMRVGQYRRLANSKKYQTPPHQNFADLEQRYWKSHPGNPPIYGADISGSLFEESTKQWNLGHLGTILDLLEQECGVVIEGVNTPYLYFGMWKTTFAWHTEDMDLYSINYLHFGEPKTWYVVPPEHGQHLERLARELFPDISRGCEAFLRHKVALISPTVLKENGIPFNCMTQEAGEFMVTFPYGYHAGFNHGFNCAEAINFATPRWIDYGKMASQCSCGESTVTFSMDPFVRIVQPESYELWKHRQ
NPSR antag – blocks cAMP signaling of the human neuropeptide S receptor; Q6W5P4; CHO-NPSR cells, cAMP TR-FRET, antagonist mode; Potency, µM (series often up to 38.3 µM), inactives show top-dose activity change, negative = inhibition, most hits filed as inhibitors; 1% of 220,000 active; also: % is scaled to controls: 0 for no effect and ±100 for the full control effect; nearly all actives have a fitted effect of over 50% in size; many of its hits are not listed in these tables
Luc counter – counter-screen: inhibitors of Kinase-Glo firefly luciferase; 0.28% of 200,000 active; Q27757; Potency, µM (doses to about 38.3 µM), for the others: top-dose activity change, negative = inhibition, actives largely listed as inhibitors; Kinase-Glo luciferase, ATP luminescence, 8 min; AID 1379; also: % is scaled to controls: 0 for no effect and ±100 for the full control effect; nearly all actives have a fitted effect of over 60% in size
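Inhibition of Kinase-Glo luciferase light generation was assessed at 10 uM ATP in pH 7.2 imidazole buffer, with luminescence measured after eight minutes at ambient temperature.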
Epigenetic derep – regulators of epigenetic silencing causing reporter derepression in mouse cells; murine LDR cells, GFP reporter derepression, 30 h; Potency, µM (titrated, usually from 53.9 µM), for the others: at the top dose GFP activation, most hits filed as activators; 0.2% of 280,000 active; AID 1865; also: % of control where 0% means no effect; nearly all actives have a fitted effect of over 60% in size
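Murine LDR cells carrying a silenced, genomically integrated CMV-driven GFP reporter were exposed to compound for 30 hours at 37 C. After PBS washes, GFP-positive cells (20–120 um objects) were counted by laser-scanning microplate cytometry.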
SMN2 splice up – increases expression of the SMN2 splice variant | HEK293 SMN2-luciferase splicing reporter, luminescence, 30-36 h | Potency, µM (doses to about 46.1 µM), inactives show at the highest dose activity change, positive = activation, usual class: activators | 2.8% of 210,000 active; also: % of control where 0% means no effect; nearly all actives have a fitted effect of over 55% in size
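qHTS luciferase splicing reporter: luminescence rises when SMN2 exon 7 is included in transfected HEK293 cells. Compound exposure lasted 30-36 h at 37C, with 4.5 mM final sodium butyrate as control, followed by a ONE-Glo read.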
RECQ1 helicase – RECQ1 (human) helicase inhibition; Potency, µM (series often up to 57.3 µM), without a hit: at the highest dose activity, negative = inhibition, actives largely listed as inhibitors; RECQ1 DNA unwinding, red fluorescence kinetic read; AID 2549; 0.54% of 240,000 active;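 also: plate controls were vehicle for no effect and no enzyme for full effect; nearly all actives have a fitted effect of over 30% in size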
Target sequence (P46063 whole entry, looked up): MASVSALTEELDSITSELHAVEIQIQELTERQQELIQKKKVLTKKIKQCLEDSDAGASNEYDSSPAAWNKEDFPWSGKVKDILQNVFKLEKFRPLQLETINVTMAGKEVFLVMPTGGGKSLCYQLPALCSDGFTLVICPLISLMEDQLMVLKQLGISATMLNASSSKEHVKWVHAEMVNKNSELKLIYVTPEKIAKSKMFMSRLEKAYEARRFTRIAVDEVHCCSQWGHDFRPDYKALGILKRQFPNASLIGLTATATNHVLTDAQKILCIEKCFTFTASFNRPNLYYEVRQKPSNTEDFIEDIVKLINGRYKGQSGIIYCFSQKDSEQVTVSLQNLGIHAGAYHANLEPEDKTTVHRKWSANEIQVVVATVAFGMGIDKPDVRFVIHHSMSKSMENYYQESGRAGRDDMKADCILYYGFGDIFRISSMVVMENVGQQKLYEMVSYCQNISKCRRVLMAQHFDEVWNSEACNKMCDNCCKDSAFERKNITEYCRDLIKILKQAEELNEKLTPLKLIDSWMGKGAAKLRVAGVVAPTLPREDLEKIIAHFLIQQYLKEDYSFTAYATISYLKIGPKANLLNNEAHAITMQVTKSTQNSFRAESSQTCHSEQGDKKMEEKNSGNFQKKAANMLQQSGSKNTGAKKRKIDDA
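50 nM RECQ1T1 preincubated 15 min with compound in Tris pH 8.0 buffer with MgCl2, DTT, Tween-20 and 2.5 ug/ml poly(dI-dC); started with 200 nM TAMRA/BHQ-2 forked duplex and 2 mM ATP. Unwinding read as fluorescence (525/598 nm), two reads 2 h apart.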
* = called active by the depositor; i = inactive; ? = inconclusive; · = not tested or not shown; [ ] = another dose, or the depositor's remark. Unless noted, calls follow the shape of the dose curve; as a rule, active = well fitted curve in the direction sought with a large enough effect; inconclusive = small, poorly fitted or top-dose-only effect, or another doubt; inactive = no such curve, though single readings can be large; an effect the other way counts as inactive or inconclusive. Potency is read from the fitted curve at half-maximal effect. Only part of the results is shown. The share of hits here may be higher or lower than overall.

(1) CC(C)C(NC(=O)/C=C/c1cccc([N+](=O)[O-])c1)C(C)C
(2) CN(C(=O)COC(=O)c1ccc([N+](=O)[O-])cc1)c1ccccc1
(3) CC1CC(C)CN(C(=O)CCNS(=O)(=O)c2cccs2)C1 (stereo unspecified)
(4) O=C(O)/C=C/C(=O)Nc1ccc(SC(F)(F)C(F)(F)C(F)(F)F)cc1
(5) Cn1cc(Br)c(-c2cccc(NC(=O)CC(C)(C)CC(=O)O)c2)n1
(6) COc1ncnc2c1N=C1CC(C)(C)CC(N)=C1S2
(7) COCCCNC(=O)CCCOc1ccccc1
(8) Cc1cc(C)nc(NC(=O)c2ccc(Cl)cc2[N+](=O)[O-])c1
Screen / compound no.,1,2,3,4,5,6,7,8
RGS12 GoLoco inh,4%,0%,4%,4%,1%,25µM*,-3%,3%
IMPase Li cell,-2%,9%,6%,-2%,·,84%[activator][38.3 µM],-7%[38.3 µM],1%
KDM4E inh,-2%,-5%,9%,-21%,-1%,-3%,-1%,4%
NPSR antag,0%,7%,8%,-11%,-13%,-27%[46.1 µM],-4%[46.1 µM],14%
Luc counter,4%,6%,3%,5%,·,-3%,-2%,2%
Epigenetic derep,-1.0%,-2.3%,1.1%,-1.4%,1.4%,0.0%,-6.4%,2.8%
SMN2 splice up,9%,18%,-4%,-7%,·,-3%,-13%,11%
RECQ1 helicase,-2%,-2%,-2%,-2%,i,-19%,1%,i

Continued; the last 4 above are carried over.
(5) Cn1cc(Br)c(-c2cccc(NC(=O)CC(C)(C)CC(=O)O)c2)n1
(6) COc1ncnc2c1N=C1CC(C)(C)CC(N)=C1S2
(7) COCCCNC(=O)CCCOc1ccccc1
(8) Cc1cc(C)nc(NC(=O)c2ccc(Cl)cc2[N+](=O)[O-])c1
(9) O=C(Cc1ccccc1)NNC(=S)NC(=O)c1cccs1
(10) O=C(/C=C/c1ccccc1)NNC(=O)c1cccnc1
(11) CN(C)c1cccc(C(=O)N/C=C/n2cnc3cc(C(F)(F)F)ccc32)c1
(12) COc1ccc(C(=O)NCc2cccnc2)cc1
(13) NC(=O)C1CCN(C(=O)COc2cccc3cccnc23)CC1
(14) Cc1ccc(OCC(=O)Nc2ccc(N3CCN(S(C)(=O)=O)CC3)cc2)cc1C
(15) CCOC(=O)Cn1c(C)[n+](CC(=O)c2ccccc2)c2ccccc21
(16) Cc1cccc(OCc2nnc(SCC(=O)Nc3nccs3)o2)c1
Screen / compound no.,5,6,7,8,9,10,11,12,13,14,15,16
RGS12 GoLoco inh,1%,25µM*,-3%,3%,5%,6%,0%,-7%,12%,6%,5%,5%
IMPase Li cell,·,84%[activator][38.3 µM],-7%[38.3 µM],1%,·,-6%[38.3 µM],-10%,3%,-6%,-6%,·,·
KDM4E inh,-1%,-3%,-1%,4%,?,-1%,-14%,-25%,?,15%,7%,?
NPSR antag,-13%,-27%[46.1 µM],-4%[46.1 µM],14%,-15%,-2%[46.1 µM],-35%,-19%[46.1 µM],-20%,-6%,-10%[7.67 µM],-4%
Luc counter,·,-3%,-2%,2%,·,-1%,·,-3%,-1%,-7%,·,·
Epigenetic derep,1.4%,0.0%,-6.4%,2.8%,-2.4%,-1.2%,-0.3%,-5.5%,3.9%,2.1%,-0.3%,1.1%
SMN2 splice up,·,-3%,-13%,11%,·,-13%,·,7%,·,·,·,·
RECQ1 helicase,i,-19%,1%,i,i,1%,i,0%,14%,i,i,12%

(17) CCC(=O)Nc1ccc(C(=O)n2nc(C)cc2C)cc1
(18) CCOC(=O)c1c(NC(=O)C2C3C=CC(C3)C2(C)C(=O)O)sc2c1CCCC2 (stereo unspecified)
(19) Cc1ccc(C(=O)CC2(O)C(=O)N(Cc3ccccc3)c3ccccc32)o1 (stereo unspecified)
(20) CCOC(=O)N1CCN(c2cc3nccnc3cc2F)CC1
(21) O=C(O)CC1S/C(=N/N=C2CCCCC2)N(c2ccccc2)C1=O (stereo unspecified)
(22) CC(C)Oc1ccc(CCc2nnc(SC(C)C(=O)O)n2-c2ccccc2)cc1 (stereo unspecified)
(23) COc1ccc(/C=C/C(=O)c2ccc3c4c(cccc24)CC3)cc1OC
(24) COc1ccc(-c2c(C)nc(N)nc2-c2ccc(OCc3ccc(C)cc3)cc2O)cc1OC
Screen / compound no.,17,18,19,20,21,22,23,24
RGS12 GoLoco inh,5%,19%,5%,1%,7%,8%,4%,22%
IMPase Li cell,-4%[38.3 µM],-14%,20%[38.3 µM],10%[38.3 µM],1%,0%,-7%,-8%
KDM4E inh,-6%,?,0%,-9%,-1%,1%,8%,-5%
NPSR antag,-3%[46.1 µM],-37%,-14%[46.1 µM],-13%[46.1 µM],6%,15%,-5%,-53%
Luc counter,0%,0%,1%,-1%,1%,2%,-1%,-3%
Epigenetic derep,-0.7%,2.8%,-2.1%,0.9%,-1.0%,?,0.0%,-2.2%
SMN2 splice up,-1%,27%,11µM*,-8%,?,·,·,-12%
RECQ1 helicase,-18%,-2%,-3%,-3%,2%,-8%,-5%,-3%

(25) COc1nccnc1NS(=O)(=O)c1ccc(NC(=S)NC(=O)c2ccccc2)cc1
(26) COc1cc(C(=O)OC(C)C(=O)NCC2CCCCC2)cc(NC(=O)c2ccco2)c1OC (stereo unspecified)
(27) Cc1cc(C(=O)NCC(=O)OCC(=O)N(C)C2CCCCC2)ccc1[N+](=O)[O-]
(28) N/C(CCN1CCCCC1)=N/O
(29) Cc1nc(-c2ccc(S(=O)(=O)NCc3ccccn3)s2)cs1
(30) O=S(=O)(c1ccc(OCc2nc3ccccc3s2)c(Cl)c1)N1CCOCC1
(31) CCCCCC(C)N (stereo unspecified)
(32) C/C(=C/C(=O)N1CCN(C)CC1)C(=O)O
Screen / compound no.,25,26,27,28,29,30,31,32
RGS12 GoLoco inh,-2%,-9%,8%,4%,-11%,8%,9%,8%
IMPase Li cell,1%,9%[38.3 µM],0%,-4%[38.3 µM],·,19%,-1%,4%
KDM4E inh,0%,-3%,-13%,7%,?,6%,-3%,4%
NPSR antag,-11%,?,22%,0%[46.1 µM],4%,?,·,-3%[46.1 µM]
Luc counter,-28%,-3%,-2%,-4%,·,-5%,-1%,-1%
Epigenetic derep,1.0%,0.8%,0.0%,-0.7%,-7.2%,0.9%,-1.3%,0.0%
SMN2 splice up,3%,-39%[inhibitor],-24%,-16%,·,19%,-2%,-6%
RECQ1 helicase,0%,-2%,i,-5%,-5%,-5%,i,-4%

(33) Cc1ccc(-c2csc(NC(=O)CSc3nc(C)cc(=O)[nH]3)n2)cc1
(34) Cc1ccsc1/C=N/NC(=O)c1cccc(S(=O)(=O)Nc2ccccc2Cl)c1
(35) C#CC(C)OC(=O)Nc1cnccc1C(F)(F)F (stereo unspecified)
(36) COc1ccc(C2C(=O)N(C3CCCCC3)CC(=O)N2Cc2ccc3c(c2)OCO3)cc1 (stereo unspecified)
(37) O=C(NCc1cccnc1)c1ccc(-c2ccc(Cl)cc2)o1
(38) O=C(CN1CCN(c2ccc(O)cc2)CC1)Nc1cc(S(=O)(=O)N2CCCC2)ccc1Cl
(39) CC(C)CCn1cnc2c(cnn2-c2ccc(Cl)cc2)c1=O
(40) Cc1ccccc1C(=O)NCCN1CCOCC1
Screen / compound no.,33,34,35,36,37,38,39,40
RGS12 GoLoco inh,30%[activator],10%,1%,-9%,14%,-9%,·,7%
IMPase Li cell,35%[activator][38.3 µM],-1%,·,14%[38.3 µM],0%,2%,·,-2%
KDM4E inh,-14%,-20%,-3%,-2%,?,?,?,5%
NPSR antag,-5%[46.1 µM],-25%,-6%[7.67 µM],-8%[46.1 µM],-17%,-56%,-8%[46.1 µM],-4%
Luc counter,-4%,2%,·,1%,-4%,2%,·,-3%
Epigenetic derep,3.0%,0.0%,1.4%,0.0%,0.4%,3.9%,-1.0%,6.5%
SMN2 splice up,-15%,-20%,·,-15%,·,-44%[inhibitor],·,·
RECQ1 helicase,2%,-10%,i,-4%,i,13µM*,i,i

(41) Cc1ccc(S(=O)(=O)NCC(=O)N(CC(=O)NCc2ccco2)Cc2ccc3c(c2)OCO3)cc1
(42) CCOC(=O)c1c(NC(=O)C(F)(OC)C(F)(F)F)sc(C(=O)N2CCCCC2)c1C (stereo unspecified)
(43) O=C1NC(=O)/C(=C\c2ccccc2OCc2ccc([N+](=O)[O-])cc2)N1
(44) COc1ncc2nc(-c3ccccc3)c(=O)n(C[C@H]3CCCO3)c2n1
(45) CS(=O)(=O)c1ccc(S(=O)CC(=O)OCc2ccccc2)c([N+](=O)[O-])c1 (stereo unspecified)
(46) COc1cccc(/C=N/NC(=O)C(C)Cn2cnc3ccccc32)c1 (stereo unspecified)
(47) Cn1c(CCNC(=O)c2ccc(Cl)cc2)n[nH]c1=S
(48) COc1ccc(-n2c(N)c(Br)c(=O)[nH]c2=O)cc1
(49) COc1ccc(OC)c(S(=O)(=O)N2CCC(C(=O)N3CCN(Cc4ccccc4)CC3)CC2)c1
(50) COc1ccc(S(=O)(=O)CCC(=O)N2c3ccccc3CC2C)cc1 (stereo unspecified)
(51) COC(=O)c1ccc(S(=O)(=O)c2ccccc2)c(N)c1
Screen / compound no.,41,42,43,44,45,46,47,48,49,50,51
RGS12 GoLoco inh,-9%,2%,7%,5%,-10%,-2%,6%,7%,6%,2%,-10%
IMPase Li cell,18%[38.3 µM],7%[38.3 µM],-8%,-6%,20%,·,-2%[38.3 µM],3%[38.3 µM],34%[38.3 µM],22%[38.3 µM],25%[38.3 µM]
KDM4E inh,6%,1%,4%,·,-16%,-1%,-4%,-2%,8%,0%,?
NPSR antag,-7%[46.1 µM],?,-14%,·,?,8%,-8%[46.1 µM],-2%[46.1 µM],-12%[46.1 µM],-6%[46.1 µM],-4%[46.1 µM]
Luc counter,0%,2%,0%,1%,1%,·,-2%,-6%,-2%,1%,-2%
Epigenetic derep,0.0%,-1.0%,-1.9%,·,-0.4%,0.1%,-1.5%,-1.0%,-1.1%,0.0%,2.7%
SMN2 splice up,6%,-19%,-12%,9%,-95%,·,-1%,2%,-24%,12%,-36%
RECQ1 helicase,3%,-23%,?,-6%,-9%,-1%,-12%,-9%,0%,-1%,i
